# From PubChem BioAssay
# KOR beta-arrestin-1 = kappa opioid receptor blockers – cell-based, luminescence, uHTS (AID 1778) | KOR beta-arrestin recruitment, luminescence, antagonist mode; higher % means a stronger effect | hit rate 0.091% among 290,000 | inhibition, % at 10 µM, or IC50 in µM where a hit was titrated; in the data active = inhibition above about 50%; also: strong numbers were not always called active
# T cell modulator = modulates CD8 T cell binding to vesicles; 2C CD8+ T cell-vesicle binding, flow cytometry; hits give low values; hit rate 0.068% among 330,000; AID 2052; calls only at 7 µM;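 active = response, share of CD8 T cells binding vesicles, and their 90th percentile fluorescence all below set limits, cut at about 80% in these data, passing the limit was not always enough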
#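 Incubation: binding step 1.5 h, 37 °C, antibody labelling 20 min, ice; system: murine 2C transgenic CD8+ T lymphocytes; technique: cytometric PE anti-B7-1 and Alexa647 anti-CD8 signals after 1% paraformaldehyde fixation; also added: QL9-charged Drosophila Ld/ICAM-1/B7-1 vesicles; control set: naked versus QL9-loaded vesicles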
# GPR55 activation = GPR55 agonists via beta-arrestin recruitment, primary screen, imaging, U2OS cells, beta-arrestin-GFP redistribution (AID 1961); one-dose activation, % at 10 µM; EC50 in µM for titrated hits; U2OS GPR55 beta-arrestin-GFP redistribution imaging; higher % means a stronger effect; hit rate 0.048% among 290,000;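 active = activation above 40% with more than 50 cells counted in the well; inconclusive = wells holding fewer than 50 cells, flagged as toxic or sparse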;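 also: U2OS osteosarcoma cells stably expressing GPR55 and beta-arrestin-GFP; plate controls were DMSO negative control for no effect and LPI positive control for full effect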
# NTR1 ag = agonists of NTR1, primary screen, imaging, U2OS cells, beta-arrestin-GFP, high content (AID 493036); hit rate 0.17% among 330,000; activation, % at 20 µM; NTR1-U2OS beta-arrestin-GFP spot imaging, agonist mode;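 active = activation at or above 40% of the spot to cytoplasm intensity ratio, with at least 20 cells analyzed; inconclusive = wells under 20 cells, flagged as cytotoxic or low count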;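 also: 0% = DMSO without peptide and 100% = 100 nM NTR1 peptide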
# Target sequence (P30989 whole entry, looked up): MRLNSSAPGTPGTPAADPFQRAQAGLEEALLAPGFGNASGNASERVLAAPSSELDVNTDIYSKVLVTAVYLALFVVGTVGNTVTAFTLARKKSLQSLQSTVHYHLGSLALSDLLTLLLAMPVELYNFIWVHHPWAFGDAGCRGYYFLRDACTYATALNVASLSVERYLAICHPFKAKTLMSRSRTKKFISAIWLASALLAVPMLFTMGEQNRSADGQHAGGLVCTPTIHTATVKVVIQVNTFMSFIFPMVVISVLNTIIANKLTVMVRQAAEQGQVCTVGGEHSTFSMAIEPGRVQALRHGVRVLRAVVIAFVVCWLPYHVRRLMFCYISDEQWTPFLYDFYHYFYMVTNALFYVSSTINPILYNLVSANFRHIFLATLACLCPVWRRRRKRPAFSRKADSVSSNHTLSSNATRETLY
# PhoP inhibition = inhibitors of PhoP regulon expression, primary screen, Salmonella Typhimurium, GFP reporter (AID 1863). hit rate 0.16% among 300,000. S. Typhimurium PhoP-regulated promoter GFP reporter, 4 h; higher % means a stronger effect. inhibition, % at 50 µM, or IC50 in µM where a hit was titrated;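 active = inhibition over 29.93%, a cutoff 3 SD above the screen mean, later confirmed by dose response; inconclusive = inhibition over 29.93% but no dose response follow-up; inactive = inhibition at most 29.93% or unconfirmed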;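 also: 0% = low Mg2+ inducing control and 100% = high Mg2+ repressing control; strong numbers were not always called active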
# GPR55 LPI antagonism = inhibition of LPI-stimulated GPR55 beta-arrestin translocation – imaging, U2OS, beta-arrestin-GFP, LPI agonist, primary screen (AID 2013); U2OS GPR55 beta-arrestin-GFP translocation imaging, LPI antagonism; higher % means a stronger effect; one-dose inhibition, % at 10 µM; IC50 in µM for titrated hits; hit rate 0.13% among 290,000;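 active = spots per cell inhibited over 60%, with over 100 cells counted and total cytoplasm intensity under 500,000; inconclusive = wells with under 100 cells, flagged as likely toxic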;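 also: U2OS cells stably carrying GPR55 and arrestin-GFP stimulated by 5 µM LPI near EC80; imaged beta-arrestin-GFP aggregate spots per cell after agonist stimulation; plate controls were LPI-stimulated DMSO wells for no effect and DMSO wells without LPI for full effect; some results filed as inactive read as strong as hits; confirmed hits need IC50 under 10 µM and bright autofluorescent wells are also inconclusive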
# West Nile virus CPE = West Nile virus antiviral activity, cell-based, CPE readout (AID 1621) | West Nile virus-infected cells, CPE inhibition; higher % means a stronger effect | CPE inhibition, % at 10 µM; hits with a dose series show IC50 in µM | hit rate 0.02% among 290,000; in the data active = a potency from the dose series; inconclusive = CPE inhibition mostly from about 3.7% at the one dose, without a potency; inactive = the rest, 99 in 100 with CPE inhibition below about 2.2%; also: strong numbers were not always called active
# GPR35 arrestin U2OS = GPR35 antagonists blocking zaprinast-driven arrestin recruitment, primary screen, imaging, U2OS, beta-arrestin-GFP, zaprinast agonist (AID 2058) | U2OS GPR35 beta-arrestin-GFP translocation imaging, zaprinast antagonism; higher % means a stronger effect | inhibition, % at 10 µM, or IC50 in µM where a hit was titrated | hit rate 0.052% among 290,000;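 active = inhibition of at least 50% with at least 30 cells and total cytoplasm GFP at most 10,000,000; inconclusive = under 30 cells or total GFP of 10,000,000 plus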
# KOR beta-arrestin-2 = KOR agonists, beta-arrestin recruitment, primary screen, cell-based, luminescence, uHTS (AID 1777). KOR beta-arrestin recruitment, luminescence; higher % means a stronger effect. one-dose activation, % at 10 µM; EC50 in µM for titrated hits. hit rate 0.02% among 280,000; in the data active = activation above about 50%, passing the limit was not always enough; also: a part of the inactive calls stands beside numbers as strong as those of hits
# T cell modulator vesicle-bound % = also measured in T cell modulator; calls as there; double positive events, %; measured here: CD8+ vesicle-bound cell fraction;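 binding gate set so that unloaded-vesicle control wells show 10% double positive cells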
# NTR1 ag cell count 20 µM = further read-out of NTR1 ag, marked with its call; cell count; measured here: cell count, cytotoxicity flag
# * hit, by the source's call; i = inactive; ? = inconclusive; . = not tested or not shown; [ ] = remark or other dose. Rows are unselected, and some 0.62% of all compounds hit somewhere here.
nr	SMILES	KOR beta-arrestin-1	T cell modulator	T cell modulator vesicle-bound %	GPR55 activation	NTR1 ag	NTR1 ag cell count 20 µM	PhoP inhibition	GPR55 LPI antagonism	West Nile virus CPE	GPR35 arrestin U2OS	KOR beta-arrestin-2
1	Cc1ccc(N(C(C)C(=O)Nc2cc(Cl)ccc2Oc2ccccc2)S(C)(=O)=O)cc1 (centres undefined)	21%	i	20	-0.1%	7.4	62	-2%	11%	-0.8%	-15%	0.0%
2	CCOC(=O)Oc1ccc2c(c1)C(C)=CC(C)(C)N2C(=O)OCC	10%	i	38	-0.1%	-1.1	51	-13%	6%	.	-1%	-0.6%
3	Cc1ccc(C(=O)NNC(=O)c2ccco2)cc1	-16%	i	43	-0.2%	0.3	46	0%	-3%	1.8%	7%	-3.1%
4	CCN(CC)S(=O)(=O)c1ccc(C(=O)NNC2=NS(=O)(=O)c3ccccc32)cc1	-36%	i	57	-0.3%	-0.4	76	-3%	0%	0.1%	-7%	-0.9%
5	CCOCCc1nnc(N)s1	16%	i	38	0.2%	-0.5	45	3%	-4%	-0.3%	11%	-5.8%
6	COc1ccc(C(c2nnnn2Cc2ccccc2)N2CCN(C(=O)c3ccco3)CC2)cc1OC (centres undefined)	-8%	i	12	0.2%	3.0	48	8%	2%	0.2%	-11%	-5.7%
7	S=C(NCCc1ccccc1)N1CCN(C2CCCCC2)CC1	-20%	i	37	-0.1%	0.0	39	5%	-2%	-0.8%	2%	0.9%
8	Cc1ccccc1-c1nc(CS(=O)(=O)CC(=O)NCc2ccc(F)cc2)c(C)o1	-19%[20 µM]	i	38	-0.1%	3.7	63	.	9%	-1.1%	-8%	1.0%
9	Cc1cc(C)c(NC(=O)Cn2nc(-c3ccccc3)nc2-c2ccccc2)c(C)c1	-28%	i	40	-0.1%	0.1	37	-10%	12%	-1.4%	-3%	2.2%
10	Cc1cc(C)c(S(=O)(=O)Nc2ccccc2C(=O)OCC(=O)NCc2ccccc2)c(C)c1	19%	i	37	-0.2%	2.1	42	4%	10%	-1.1%	7%	-2.5%
11	Cc1cccc(CCNS(=O)(=O)c2ccc3c(c2)NC(=O)C(C)S3)c1 (centres undefined)	-18%	i	34	0.6%	4.2	31	6%	4%	0.5%	1%	8.4%
12	COC(=O)CN(C)C(=O)c1ccc2nc(Cc3cccc(Cl)c3)oc2c1	-27%[20 µM]	i	10	-0.1%	-0.7	70	4%	-10%	-0.8%	-9%	-2.3%
13	CS(=O)(=O)N(CC(=O)N1CCCCC1)c1ccc(Cl)c(C(F)(F)F)c1	-1%	i	19	-0.2%	1.9	45	28%	4%	0.0%	8%	-1.1%
14	CC(C)Oc1ccc(Cc2cnc(=S)[nH]c2N)cc1	-24%	i	25	-0.5%	-0.3	39	5%	-2%	-0.2%	-8%	0.3%
15	O=C(Cn1cnc2cc([N+](=O)[O-])ccc2c1=O)Nc1cccc2ccccc12	30%	i	28	0.0%	1.3	71	-4%	-9%	-0.3%	5%	2.7%
16	O=C(NN1CCOCC1)c1cccc(Cl)c1	-10%	i	6	-0.2%	-0.6	68	-5%	5%	-0.4%	-1%	0.3%
17	CC(=O)c1ccc(NC(=O)c2cccc(NC(=O)c3ccccc3)c2)cc1	-1%[20 µM]	i	56	-0.1%	1.2	54	-6%	-18%	-0.5%	-10%	-5.6%
18	Cc1cc(C)c2[nH]c(=O)c(C(c3nnnn3C(C)(C)C)N3CCN(C(=O)c4ccco4)CC3)cc2c1 (centres undefined)	-30%	i	12	-0.3%	1.6	61	-5%	7%	-0.3%	2%	-0.1%
19	Cc1ccc(C23CC4CC(CC(C(=O)NN)(C4)C2)C3)cc1	-23%[20 µM]	i	59	-0.3%	1.3	66	8%	4%	-1.1%	7%	-3.5%
20	Cc1ccc(S(=O)(=O)N2CC=C(C(=O)NCc3ccc(F)cc3)CC2)cc1	-1%	i	36	0.2%	-2.1	63	6%	8%	.	-6%	-3.5%
21	CC(=O)Nc1ccc(N2C(=O)CC(Sc3nc4ccccc4s3)C2=O)cc1 (centres undefined)	11%[20 µM]	i	39	-0.1%	-0.2	69	-9%	0%	-0.1%	1%	-4.9%
22	O=C(Nc1cccc(-c2csc(Nc3ccccc3)n2)c1)c1cc([N+](=O)[O-])cc(C(F)(F)F)c1	-40%[20 µM]	i	61	-0.2%	3.4	85	-3%	2%	-0.3%	0%	-1.1%
23	COc1ccc(CCNC(=O)C/C(C)=N/NC(=O)c2ccc([N+](=O)[O-])cc2Cl)cc1OC	-10%	i	44	0.5%	-0.9	64	3%	6%	0.1%	-5%	-0.5%
24	CCCCn1c(SCC(=O)NC(=O)NCc2ccco2)nc2cc(S(N)(=O)=O)ccc21	5%	i	12	0.1%	0.5	48	1%	-4%	0.0%	-6%	-1.4%
25	CCC1COCCS(=O)(=O)N1Cc1ccc(C)cc1 (centres undefined)	-29%[20 µM]	i	16	0.2%	-2.3	83	5%	10%	-0.3%	1%	-2.6%
26	Cc1cc2c(c(/C=C/C(=O)c3ccccc3)c1)OC1(C=C2)Oc2ccccc2C(=O)N1C (centres undefined)	-4%	i	44	3.1%	3.7	32	-10%	26%	1.1%	-2%	1.3%
27	Cc1cccc(N=Nc2c(C)[nH]n(C(N)=S)c2=O)c1C	20%	i	59	-0.2%	1.4	43	6%	11%	0.6%	-6%	-5.5%
28	CN1CCN(c2ccc(C(CC(N)=O)NC(=O)Cc3ccc(Br)cc3)cc2[N+](=O)[O-])CC1 (centres undefined)	-10%	i	31	-0.1%	1.1	85	-1%	9%	0.5%	2%	-1.3%
29	Cc1cc(N2CCN(C(=O)OC(C)(C)C)CC2)n2ncnc2n1	4%	i	38	-0.2%	-0.6	60	11%	8%	-0.5%	21%	-2.0%
30	O=C(N/N=C/c1cccnc1)c1cc(-c2ccc(Br)cc2)nc2ccccc12	-30%	i	16	0.5%	2.6	58	-5%	-18%	?	-1%	6.1%
31	COc1ccc(CNc2oc(COc3ccc(Cl)cc3)nc2C#N)cc1	7%	i	26	-0.1%	17	88	-4%	32%	-0.4%	-18%	1.0%
32	O=C(NNC1=NCCCCC1)c1ccccc1	0%	i	48	-0.2%	2.0	88	-2%	27%	-0.3%	-4%	1.3%
33	CCOc1ncccc1C(=O)OCC(=O)Nc1cccc(S(N)(=O)=O)c1	7%	i	62	-0.2%	-0.6	38	2%	9%	-0.1%	0%	-3.2%
34	CC(C)c1ccc(-c2nnn(Cc3nc4ccccc4s3)n2)cc1	-7%	i	26	-0.4%	7.5	87	1%	6%	1.3%	7%	-0.7%
35	CCOC(=O)C1(CCCc2ccccc2)CCN(C(=O)c2cc(C)nn2CC)CC1	-17%	i	7	0.2%	1.2	54	3%	-4%	3.2%	16%	9.1%
36	Cc1cc(Cl)ccc1C(=O)C1CCCN(C(=O)CN2CCOC2=O)C1 (centres undefined)	4%	i	12	-0.1%	-0.3	74	-1%	-10%	-0.9%	-7%	0.1%
37	O=[N+]([O-])c1ccc2[nH]c(O)c(N=NC(=S)NCC3CCCO3)c2c1 (centres undefined)	26%	i	51	0.4%	0.9	49	-1%	10%	-0.2%	-10%	2.3%
38	COc1cc2nc(-c3ccccc3)nc(N3CCCC3)c2cc1OC	-12%	.	.	-0.4%	.	.	0%	15%	-0.1%	-25%	-5.0%
39	Cc1ccc2nc(N3CCC(C(=O)NC4CCCCC4)CC3)sc2c1	-30%	i	44	-0.2%	-0.6	60	-8%	8%	-0.1%	1%	2.8%
40	CC(C)c1c(C#N)c(N)nc(SCC(=O)c2cc3ccccc3oc2=O)c1C#N	-1%	i	35	-0.1%	-0.3	57	-12%	9%	1.6%	-14%	-2.5%
41	CC(C)CCNC(=O)NC(=O)COc1ccccc1C#N	-4%	i	24	-0.1%	0.8	67	-6%	12%	0.6%	4%	-2.5%
42	CCOc1ccc(NC(=O)CN2C(=O)COc3ccc(Cl)cc32)cc1	6%	i	61	-0.1%	-1.6	48	-3%	-4%	-0.6%	1%	1.1%
43	COc1ccc(C)cc1NC(=O)CCN1CCCC1	-28%	i	28	-0.1%	-1.1	70	3%	6%	0.9%	2%	2.6%
44	CCOCC(=O)Nc1ccc2c(c1)OCCO2	-13%	i	28	0.1%	-1.2	81	-4%	-5%	0.4%	6%	-0.8%
45	Fc1cccc(-c2cc3nc4c(c(N5CCC6(CC5)OCCO6)n3n2)CCCC4)c1	28%	i	9	-0.1%	19	50	-2%	-16%	0.3%	-3%	-4.0%
46	O=C(c1ccc(Br)cc1)c1cc2ccc(O)cc2oc1=O	-19%	i	16	-0.1%	1.4	79	1%	-5%	-0.3%	-7%	0.5%
47	CC(=O)Nc1ccccc1-c1nc2cc(C#N)c(C#N)cc2[nH]c1=O	21%	i	18	0.4%	2.5	67	7%	19%	-1.1%	-6%	-6.0%
48	COc1ccc(C(C#N)(CCC#N)CCC#N)cc1OC	17%	i	22	-0.1%	1.0	53	6%	-5%	0.2%	15%	-4.1%
49	CC(=O)Nc1ccc(S(=O)(=O)Nc2cccc(-c3csc(C)n3)c2)cc1	-27%[20 µM]	i	46	-0.1%	0.9	49	-6%	7%	0.2%	2%	.
50	Cc1cc(Cl)c(OCCOCCN2CCN(C)CC2)c(Br)c1	3%[20 µM]	i	44	0.5%	1.2	62	-1%	-34%	-0.6%	0%	-0.6%
51	CN1CCN(NC(=O)Nc2ccc(Br)cc2Cl)CC1	-19%	i	59	-0.1%	-0.7	56	6%	10%	-0.6%	14%	0.8%
52	COc1ccc(NC(=O)C(=O)NCC(=O)Nc2cc(OC)ccc2OC)cc1	3%	i	1	0.3%	0.0	68	1%	15%	-0.2%	11%	5.3%
53	NC(=O)N/N=C/c1ccc(-c2ccc([N+](=O)[O-])cc2)o1	-29%	i	48	-0.3%	2.6	57	-3%	-1%	-0.1%	-14%	0.6%
54	Cc1noc(C)c1S(=O)(=O)N1CCCC(C(=O)NC2CCCCC2)C1 (centres undefined)	58%	i	34	-0.2%	1.4	48	-13%	-14%	-0.8%	6%	0.6%
55	O=C(NCC1CCCO1)c1ccc2c(c1)N(Cc1ccc(F)cc1)CCS2 (centres undefined)	-64%	i	17	-0.2%	1.6	63	-3%	-13%	-0.7%	11%	-0.6%
